# Compound activity (PubChem)
# D1 PAM: human D1 dopamine receptor positive modulation; P21728; HEK293 TREx D1 cells, calcium flux, dopamine EC20 potentiation; potentiation, % at 10 µM; actives 0.036% (n = 360,000); in the data active = potentiation above about 30%; also: 0% is about no effect
# Target sequence (P21728 whole entry, looked up): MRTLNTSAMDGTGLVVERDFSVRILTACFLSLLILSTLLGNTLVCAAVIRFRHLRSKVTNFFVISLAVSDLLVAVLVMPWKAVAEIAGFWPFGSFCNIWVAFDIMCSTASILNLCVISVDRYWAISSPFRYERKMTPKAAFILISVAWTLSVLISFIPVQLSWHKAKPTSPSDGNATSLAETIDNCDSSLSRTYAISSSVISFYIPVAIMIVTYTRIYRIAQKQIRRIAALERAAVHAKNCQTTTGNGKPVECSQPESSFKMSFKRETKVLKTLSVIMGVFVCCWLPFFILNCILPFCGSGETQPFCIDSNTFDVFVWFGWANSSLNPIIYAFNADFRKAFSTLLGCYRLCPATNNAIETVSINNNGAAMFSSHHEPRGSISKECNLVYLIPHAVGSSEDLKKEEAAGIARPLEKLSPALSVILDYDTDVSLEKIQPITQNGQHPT
# RXFP1 antag: antagonists of human relaxin receptor RXFP1 | HEK293-RXFP1, relaxin-stimulated cAMP HTRF, 30 min; hits give low values | Q9HBX9 | activity change, negative = inhibition, % at 57.5 µM | actives 0.59% (n = 350,000);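 active = activity change of -60% or lower, but not beyond a set lower limit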; also: % is scaled to controls: 0 for no effect and ±100 for the full control effect
# D2 antagonist: antagonizes the human D2 dopamine receptor. HEK293 TREx D2 cells, calcium flux, dopamine EC80. actives 2% (n = 340,000). inhibition, % at 10 µM; in the data active = inhibition above about 30%; also: 0% is about no effect
#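 Cells plated overnight at 30 C with tetracycline; no-wash calcium dye, 30–90 min RT; 10 s baseline; compound pinned; 180 s read; EC80 dopamine added; another 180 s read.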
# D2 potentiator: D2 dopamine receptor (human) potentiation; P14416; HEK293 T-REx D2, calcium flux, EC20 dopamine potentiation; potentiation, % at 10 µM; actives 0.34% (n = 340,000);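 active = potentiation over 3 SD above the plate norm, cut at about 30% in these data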; also: 0% is about no effect
#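 Primary screen. Calcium kinetics in induced HEK293 T-REx D2 cells: compound pre-addition 180 s, EC20 dopamine, 180 s more.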
# D1 antag: human D1 dopamine receptor antagonism; actives 3.2% (n = 360,000); P21728; HEK293 TREx D1 cells, calcium flux, dopamine EC80; hits give low values; AID 504652; activity change, negative = inhibition, % at 10 µM; in the data active = activity change below about -30%; also: % is scaled to controls: 0 for no effect and ±100 for the full control effect
#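 Compound effects on dopamine-evoked calcium signalling were measured in tetracycline-induced HEK293 Trex D1 cells. Dopamine at EC80 followed a 180 s compound pre-read, and fluorescence was tracked kinetically for 180 s more.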
# TRHR ag: agonists of human TRH receptor | TRHR cells, calcium flux fluo-8, FDSS agonist mode | activation, % at 2 µM | actives 0.18% (n = 360,000) | AID 493084; also: 0% is about no effect
# Target sequence (P34981 whole entry, looked up): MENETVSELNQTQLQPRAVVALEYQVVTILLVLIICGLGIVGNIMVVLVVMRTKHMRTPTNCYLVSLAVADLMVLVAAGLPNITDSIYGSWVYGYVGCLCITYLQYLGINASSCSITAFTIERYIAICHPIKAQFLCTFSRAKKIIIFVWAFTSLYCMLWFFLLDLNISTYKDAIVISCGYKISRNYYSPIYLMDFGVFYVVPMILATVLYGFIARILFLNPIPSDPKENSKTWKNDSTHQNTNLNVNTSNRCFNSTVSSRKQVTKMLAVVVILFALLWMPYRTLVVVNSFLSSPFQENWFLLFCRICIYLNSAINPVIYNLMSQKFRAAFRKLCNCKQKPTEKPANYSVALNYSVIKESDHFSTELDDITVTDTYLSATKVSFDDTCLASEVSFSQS
#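 TRHR-expressing cells loaded with fluo-8 calcium dye; 23 nL library compound pin-transferred, kinetic FDSS fluorescence (Ex 480/Em 530) recorded about 180 s for agonist-induced calcium release, before a 10 nM TRH EC20 addition for potentiator mode.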
# TRHR PAM: allosteric enhancers of human TRH receptor; TRHR cells, fluo-8 calcium fluorescence, EC20 TRH enhancement; P34981; enhancement, % at 2 µM; actives 0.66% (n = 360,000); in the data active = enhancement above about 30%; also: 0% is about no effect
#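 TRHR-expressing cells loaded with fluo-8 calcium dye were read kinetically (ex 480/em 530) during compound addition, then stimulated with an EC20 of TRH (10 nM final). Enhancement of the Gq-mediated intracellular calcium response was scored.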
# D2 agonist: agonists of human D2 dopamine receptor. P14416. HEK293 T-REx D2 cells, calcium flux agonist mode. activation, % at 2 µM. actives 0.53% (n = 340,000). AID 485358;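 active = activation over 3 SD above normal in the single-dose calcium agonist read, cut at about 30% in these data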; also: 0% is about no effect
#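 Tetracycline-induced HEK293 Trex cells with D2 receptor force-coupled to calcium signaling, plated overnight at 30 C and loaded with no-wash calcium dye. Calcium flux read kinetically for 180 s after compound addition; responses flag agonists.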
# D1 agonist: agonists of human D1 dopamine receptor; P21728; HEK293 T-REx D1 cells, calcium flux, agonist mode; activation, % at 2 µM; actives 1% (n = 360,000); also: 0% is about no effect
#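 Tetracycline-induced HEK293 TREx D1 cells, force-coupled to calcium signalling, were dye-loaded with a no-wash calcium kit. Compound was pin-added after a 10 s baseline. Fluorescence was read kinetically at 1 cycle/s for 180 s, with calcium rises flagged as agonism.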
# * marks the source's active call; other numbers are inactive results; x = not tested or not shown; & = joins results of further samples. Rule as the data show it, unless noted: active = activation above about 30%; inactive = the rest.
entry	SMILES	D1 PAM	RXFP1 antag	D2 antagonist	D2 potentiator	D1 antag	TRHR ag	TRHR PAM	D2 agonist	D1 agonist
1	Cc1nc2cc(NC(=O)Nc3nccs3)ccc2n1C	-8.2	-0.5	8.5	2.0	-19.2	2.3	-11.3	-0.2	1.0
2	Cc1cccc(N(Cc2ccccc2F)S(C)(=O)=O)c1	-3.0	-4.7	-4.1	8.4	7.2	-2.4	0.8	0.0	3.3
3	CCCS(=O)(=O)C(=C1NCCO1)S(=O)(=O)CCC	-2.0	-10.1	-5.4	8.2	1.7	-0.7	-4.5	-0.5	9.0
4	CN(CC1CCCN(CCc2ccc(Cl)cc2)C1)C(=O)c1ccc2nc[nH]c2c1 (stereo not drawn)	-7.9	-11.6	1.5	-3.3	-20.4	-0.2	-2.3	0.2	1.6
5	Cc1ccccc1NC(=O)c1cccnc1	-4.3	-6.5	7.2	-0.2	4.8	0.9	-6.1	1.0	5.7
6	CS(=O)(=O)NCc1csc(-c2ccccc2)n1	-2.4	0.7	-3.2	2.1	-14.3	-0.2	-1.3	0.2	-0.8
7	CC1CCC(NC(=O)c2ccc3c(c2)N(Cc2ccccc2F)C(=O)c2ccccc2S3)CC1 (stereo not drawn)	-4.8	-14.5	x	-24.4	-7.7	-0.2	-7.4	x	2.4
8	CC1C(=O)N(Cc2ccc(F)cc2)c2ccccc2N1C(=O)c1c(F)cccc1F (stereo not drawn)	-6.5	-4.3	-11.3	-7.0	-27.3	-0.8	-6.9	-0.2	6.6
9	COc1ccc(CNC(=O)c2oc3c(c2C)-c2nn(Cc4ccc(Cl)cc4)cc2CC3)cc1	3.1	11.3	x	-6.9	-9.8	0.0	0.1	-0.4	-1.0
10	O=C(CSc1ccccc1)Nc1ccc(-c2nc3ccccc3[nH]2)cc1	-14.9	-23.9	5.5	-8.7	-12.9	-1.1	-4.2	-0.8	0.8
11	CCOC(=O)N1CCN(C(=O)COC(=O)CNC(=O)c2ccc(C)cc2)CC1	-4.5	-0.5	-1.7	-4.4	1.6	0.2	0.1	-0.1	1.9
12	CCOc1ccc(NC(=O)CSC2=Nc3ccccc3C3=NC(CC(=O)NCc4cccs4)C(=O)N23)cc1 (stereo not drawn)	-0.7	-27.5	x	-2.2	4.6	-0.4	0.5	0.1	0.6
13	Cc1ccsc1/C=N/NC(=O)c1c[nH]c2ccccc12	-6.9	-16.1	-5.6	-3.0	5.3	0.0	7.2	0.6	-0.4
14	CN1CCN(C(=O)c2cn(C)c3ccc(S(=O)(=O)N(C)C4CCCCC4)cc3c2=O)CC1	x	-5.8	-12.9	0.9	-8.5	0.3	-2.8	0.4	6.8
15	N#CCC(=O)NCCCc1ccccc1	-1.8	5.6	5.9	-4.6	-1.5	-0.3	6.1	41.3*	1.8
16	COc1ccc2cc(CCNS(=O)(=O)c3ccc(C)cc3)c(=O)[nH]c2c1	-1.1	x	x	5.7	-3.8	-0.5	3.4	0.2	-0.4

# Grouped by structure, the entries above with fluorine (3)
entry	SMILES	D1 PAM	RXFP1 antag	D2 antagonist	D2 potentiator	D1 antag	TRHR ag	TRHR PAM	D2 agonist	D1 agonist
2	Cc1cccc(N(Cc2ccccc2F)S(C)(=O)=O)c1	-3.0	-4.7	-4.1	8.4	7.2	-2.4	0.8	0.0	3.3
7	CC1CCC(NC(=O)c2ccc3c(c2)N(Cc2ccccc2F)C(=O)c2ccccc2S3)CC1 (stereo not drawn)	-4.8	-14.5	x	-24.4	-7.7	-0.2	-7.4	x	2.4
8	CC1C(=O)N(Cc2ccc(F)cc2)c2ccccc2N1C(=O)c1c(F)cccc1F (stereo not drawn)	-6.5	-4.3	-11.3	-7.0	-27.3	-0.8	-6.9	-0.2	6.6

# The list continues:
entry	SMILES	D1 PAM	RXFP1 antag	D2 antagonist	D2 potentiator	D1 antag	TRHR ag	TRHR PAM	D2 agonist	D1 agonist
17	COc1ccccc1NC(=O)Cc1nnc(SCC(=O)NC2CCCCC2)n1C	x	-16.9	8.0	1.9	2.3	-1.5	-12.8	0.8	13.6
18	O=C(CSc1nc2ncccc2[nH]1)NCc1ccccc1	3.2	14.4	-4.6	0.1	-4.9	0.5	5.7	-0.2	4.9
19	Cc1nnc(NC(=O)c2ccccc2-c2ccccc2C(=O)O)s1	-6.2	-9.2	5.9	0.0	0.2	0.7	-5.3	0.6	5.3
20	CCCCN(C)CCNC(=O)CCn1nc(-c2ccc(Cl)cc2)ccc1=O	-5.5	5.7	-0.3	15.4	-3.4	-0.2	0.6	0.9	1.6
21	COc1ccc(C(=O)c2sc(NC(C)C)nc2N)cc1OC	-5.8	-8.8	-1.2	11.5	-1.0	-0.4	16.3	-0.5	0.6
22	COc1ccc(-c2csc(NC(=O)c3ccccc3C(=O)O)n2)cc1	1.6	6.3	-5.7	3.2	-4.1	-0.6	3.1	-1.9	2.9
23	O=C(Cn1cc2c(n1)CCCC2)Nc1ccccc1Cl	-0.8	7.7	11.3	-3.8	3.2	-0.1	-4.8	-0.6	-1.5
24	Cc1ccc(-c2cc3ncc4c(n3n2)-c2cc(Cl)ccc2OC4)cc1	-3.9	x	x	-10.6	-2.7	0.9	-2.9	-0.1	-0.7
25	C=CCC1(CC=C)CCCN1C(=O)CC1C(=O)NCCN1Cc1ccc(OC)c(OC)c1 (stereo not drawn)	-1.6	2.9	8.8	5.6	8.4	1.0	-2.3	0.9	0.3
26	COc1ccc2[nH]c3c(=O)n(Cc4ccco4)cnc3c2c1	-5.0	7.7	-7.3	11.7	0.9	-1.2	-2.5	0.0	1.8
27	O=C(CNC(=O)c1ccc(OC(F)F)cc1)NCC1CCCO1 (stereo not drawn)	-11.2	-6.0	-3.8	-3.6	-9.9	1.0	19.4	-0.6	2.7
28	N[C@@H](Cc1ccccc1)c1nnc(SC/C=C/c2ccccc2)o1	-5.3	-10.2	-1.3	8.2	-5.0	-0.1	-6.8	-0.9	6.7
29	C/C(=N\Nc1ccc(C#N)cc1[N+](=O)[O-])c1ccc(O)cc1	-4.0	5.0	-2.1	8.3	-43.1*	-0.4	-3.7	-2.4	5.6
30	CCOc1ccc(CNC(=O)CCCn2c(=O)c3cccn3c3ccc(F)cc32)cc1	5.0	-12.3	x	-0.1	-3.6	0.1	-0.8	-0.3	4.4
31	CC(=O)N1CCc2cc(S(=O)(=O)NC(CC(C)C)C(=O)NCCc3ccccc3)ccc21 (stereo not drawn)	-0.6	-3.6	x	-5.0	14.1	-0.7	7.9	0.1	-0.6
32	COc1ccc(NC(=O)CN2C(=O)NC3(CCCCCCC3)C2=O)cc1	-11.3	8.0	10.7	-2.6	-8.2	0.0	3.1	0.7	1.3
33	CCOC(=O)c1cc2c(=O)n3cccc(C)c3nc2n(Cc2ccco2)c1=NC(=O)c1ccccc1	-1.5	-9.6&-9.0	-15.6	24.2	3.2	1.3	7.3	0.3	4.2
34	O=C(O)c1ccc(-c2ccc(-c3ccccc3)cc2)s1	-2.5	x	x	x	-16.8	-1.3	5.7	x	1.6
35	O=C1CCc2cc(S(=O)(=O)N3CCCC3C(=O)N3CCN(c4ccccc4)CC3)ccc2N1 (stereo not drawn)	3.1	-2.9	5.8	4.1	-1.6	-0.7	-4.4	1.6	2.2
36	CCOc1ccccc1NC(=O)Cn1nc(-c2ccco2)ccc1=O	-2.2	-1.4	25.3	-12.5	-5.1	-0.1	-1.4	-0.2	0.3
37	CC1(C)CC(=O)C2=C(C1)OC(N)=C(C#N)C2c1cn(-c2ccccc2)nc1-c1ccc(F)cc1 (stereo not drawn)	5.2	-10.8	-3.6	9.2	-2.1	0.3	1.6	0.2	0.6
38	Cc1ccc(C#N)c(SCCN2CCCCC2)n1	-6.0	4.4	33.5*	-9.6	3.3	0.5	-6.8	-0.2	1.2
39	CCNc1nc(NCc2ccccc2)nc(SCC(=O)Nc2ccccc2)n1	0.5	x	14.5	6.2	1.0	0.0	-0.1	0.8	2.6
40	N=c1c(C(=O)NCCN2CCOCC2)cc2c(=O)n3ccccc3nc2n1CCCN1CCOCC1	-3.9	10.4	-14.2	-9.7	-1.8	1.4	19.1	0.8	3.2
41	Cc1ccc(CCNC(=O)c2ccc3c(c2)N(Cc2cc(C)ccc2C)C(=O)c2ccccc2S3=O)cc1 (stereo not drawn)	-2.7	x	x	0.2	-2.0	0.9	26.1	1.2	1.5
42	O=C(NN1CCOCC1)c1cn(-c2ccccc2)nc1-c1cccs1	-1.8	-6.2	-5.7	11.2	1.3	-0.5	-2.5	1.1	2.1
43	Cc1cccc(C(=O)OCC(=O)N(C)CC(=O)Nc2ccc(Cl)c(C(F)(F)F)c2)c1	-5.1	-2.1	2.2	-1.4	-1.6	0.6	7.1	0.9	1.7
44	COc1ccc(NS(=O)(=O)c2c(C)cc(C)cc2C)cc1	-2.2	-8.8	33.5*	-4.7	-19.7	0.6	-13.7	0.6	19.7
45	CCOC(=O)C1CCN(c2nc3c(S(=O)(=O)c4ccccc4)nnn3c3ccc(Cl)cc23)CC1	-4.7	-12.2	x	0.4	20.7	-0.2	4.4	2.0	2.1
46	FC(F)Sc1ccc(NC(=S)NCc2ccccc2)cc1	-13.2	-38.5	6.7	-8.3	-31.7*	0.6	-3.4	3.8	16.1
47	O=C(O)CC1C(=O)OCN1C(=O)OCc1ccccc1 (stereo not drawn)	-5.8	-12.9	-0.8	-7.2	0.0	0.0	-2.0	0.0	1.1
48	COc1cc2c(cc1NC(=O)C(C)Oc1ccccc1)oc1ccccc12 (stereo not drawn)	1.8	-22.9	x	4.3	12.9	0.9	15.0	0.6	6.3
49	CCCn1c2ccccc2c2cnn(CC(=O)NCCc3ccc(OCC)c(OCC)c3)c(=O)c21	-4.2	10.8	x	-20.4	-0.4	-1.1	5.8	-0.7	3.6
50	CC1(c2ccccc2)NC(=O)N(CC(=O)Nc2ccccc2C(=O)N2CCCCC2)C1=O (stereo not drawn)	-5.6	-12.9	4.5	0.8	10.4	-0.2	2.7	0.5	-0.6
51	COc1ccccc1N(CC(=O)Nc1c(C)cccc1C)S(C)(=O)=O	8.9	-5.7	4.7	0.0	2.8	-0.6	3.7	-1.5	1.6
52	Cc1cc(C(=O)CCC(=O)NCC2COc3ccccc3O2)c(C)s1 (stereo not drawn)	-5.0	-9.0	11.7	-2.1	-25.4	-0.6	-1.8	-0.5	2.2
53	Cc1ccc(CN2CC(C(=O)Nc3cc(C)ccn3)CC2=O)cc1 (stereo not drawn)	-3.6	-117.8*	x	-7.9	0.9	-0.2	-12.0	x	-0.1
54	O=C(NCCN1CCCCC1)c1ccc(F)cc1Cl	-2.8	2.4	-22.3	-22.8	8.4	-0.2	2.3	1.7	2.0
55	O=C(c1ccc(C(F)(F)F)cc1)C1CCCN(C(=O)Cn2cncn2)C1 (stereo not drawn)	7.8	-6.9	20.0	-3.9	-37.3*	0.3	-6.0	0.2	3.9
56	CC1CCCCC1NC(=O)CSCC(=O)O (stereo not drawn)	-2.5	x	-14.2	1.4	13.3	1.1	6.8	0.1	1.7
57	Oc1ccc(Br)cc1-c1cc(-c2ccccc2Cl)[nH]n1	-0.4	9.9	-5.0	-1.1	10.5	1.0	-1.4	0.9	2.5
